# MT stabilizer = microtubule stabilizers in HeLa cells. HeLa tubulin immunostaining HCS, 24 h; share of cells brighter than vehicle mean+2SD. % tubulin-high responders, % at 10 µM. hit rate 0.83% among 200,000. AID 2205;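 active means plate Z-score above 3 for both tubulin-high and condensed-nucleus cell shares, with cell loss under 80%, at 10 µM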;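 further: anti alpha tubulin signal scored within the nucleus-defined area of each cell; some results filed as inactive read as strong as hits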
# T cell HTS = T cell immune modulators affecting CD8 T cell-vesicle binding; calls only at 7 µM; AID 2052; hit rate 0.068% among 330,000; 2C CD8+ T cell-vesicle binding, flow cytometry; active compounds read low;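 active means response, share of CD8 T cells binding vesicles, and their 90th percentile fluorescence all below set limits, cut at about 80% in these data, passing the limit was not always enough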
#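 incubation = binding step 1.5 h, 37 °C, antibody labelling 20 min, ice | test system = 2C mouse CD8+ T cells | read-out basis = percent CD8+ FL2 mean versus row control | controls = Peptide-free naked vesicles (low) and QL9 vesicles with 0.7% DMSO vehicle (high) | detection = flow cytometry of vesicle-bound cells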
# Autophagy HCS = autophagy modulation, high-content screen. MEF GFP-LC3 puncta imaging; test concentration mostly 10 µM. hit rate 0.98% among 190,000. calls only at 10 µM (by protocol);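 active means percentage of spot-positive cells more than 3 SD above its plate mean, without a fluorescence outlier flag or 80% toxicity; inconclusive means no clear call, values can overlap the other calls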;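 further: spot-positive cell cutoff set from DMSO-treated cells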
# bCat nuc transl = modulators of beta-catenin nuclear translocation. HeLa beta-catenin nuclear translocation, immunofluorescence imaging. nuclear translocation activity, % at 5 µM. hit rate 0.3% among 190,000;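 active means nuclear translocation activity above 50% at 5 µM, with a well cell count of 50 or more; inconclusive means wells under 50 cells across six images, flagged as toxic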;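 further: per-cell ratio of nuclear to cytoplasmic median beta-catenin stain intensity; plate controls were DMSO negative control for no effect and GSK-3 inhibitor IX positive control for full effect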
#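 test system = HeLa cells, endogenous beta-catenin | dosing = single 5 µM dose plus 0.02–20 µM confirmation series | times = compound treatment 24 h, 37°C, 5% CO2 | technique = beta-catenin immunofluorescence imaging with DAPI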
# CSM14.1 death rescue = protection against thapsigargin-triggered cell killing – 384-well, CSM14.1, ATP luminescence, primary screen (AID 1222); one-dose cellular ATP content (survival), % at 20 µM; EC50 in µM for titrated hits; CSM14.1 thapsigargin-induced death rescue, ATP luminescence; higher % means a stronger effect; 190,000 tested, under 10 active;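 active means EC50 below 50 µM in the dose-response confirmation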;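 further: death triggered by thapsigargin at about 15 µM added after 2 h compound pretreatment; cell ATP read after overnight thapsigargin exposure of roughly 18 to 22 hours; normalized against plate controls of thapsigargin alone and 5% DMSO vehicle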
# Hep lipid drop = modulators of hepatic lipid droplet formation. inhibition, % at 6.5 µM. hit rate 0.4% among 240,000. AML12 mouse hepatocytes, oleate lipid droplets, BODIPY imaging;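 active means lipid droplet intensity inhibited by at least 50%, with more than 500 cells counted; inconclusive means wells with under 300 cells, treated as cytotoxic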
#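 Assay system: AML12 mouse liver cells | Compound: 6.5 µM single-point dosing | Schedule: Overnight exposure | Technique: Fluorescence imaging, 20x objective, two fields per well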
# Dynein cargo inh = dynein cargo transport inhibition. 3617.4 mouse cells, GR-EGFP nuclear translocation imaging; test concentration mostly 20 µM; stimulated with dexamethasone, 1 µM; active compounds read low. z-score, hits read low. hit rate 0.47% among 220,000. AID 1381;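 active means plate z-score of nuclear minus cytoplasmic receptor signal below a set negative limit, without overly bright fluorescence or cell loss, cut at about -3.5 in these data, passing the limit was not always enough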;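 further: z-score of nuclear minus cytoplasmic ring GR-EGFP intensity difference per well; some compounds called inactive have numbers as strong as hits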
#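 Also added: dexamethasone, 1.0 µM final. Medium: tet-free, stripped-serum medium. Detection: fixed, Hoechst-stained cells imaged at 10x for EGFP. Read-out: nuclear-to-cytoplasmic GR-EGFP distribution per well. Times: induction 48 h, compound 1 h, agonist 30 min.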
# Salmonella PhoP GFP = inhibitors of PhoP regulon expression, primary screen, Salmonella Typhimurium, GFP reporter (AID 1863); hit rate 0.16% among 300,000; S. Typhimurium PhoP-regulated promoter GFP reporter, 4 h; higher % means a stronger effect; one-dose inhibition, % at 50 µM; IC50 in µM for titrated hits;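 active means inhibition over 29.93%, a cutoff 3 SD above the screen mean, later confirmed by dose response; inconclusive means inhibition over 29.93% but no dose response follow-up; inactive means inhibition at most 29.93% or unconfirmed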;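 further: 0% = low Mg2+ inducing control and 100% = high Mg2+ repressing control; strong numbers were not always called active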
# Ins promoter up = MIN6 insulin promoter up-regulation | hit rate 0.3% among 190,000 | MIN6 insulin promoter-GFP reporter, high-content imaging; active compounds read high | z-score at 5 µM;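 active means z-score above 3 at 5 µM with at least 500 cells counted in the well; inconclusive means wells under 500 cells, flagged as cytotoxic or low count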
# Dynein cargo inh cytoplasmic EGFP = also measured in Dynein cargo inh; calls as there; z-score; measured here: cytoplasmic GR-EGFP intensity; active compounds read high
# Dynein cargo inh nuclear GR-EGFP = also measured in Dynein cargo inh; calls as there; z-score; measured here: nuclear GR-EGFP intensity;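 lower value marks the stronger effect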
# Dynein cargo inh cell count = second read-out of Dynein cargo inh, no call of its own (marks repeat the call); z-score; measured here: cell count per field
# Ins promoter up cell count = recorded beside Ins promoter up, whose call it bears; cell count; measured here: cytotoxicity, nuclei count;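 total cells summed across four imaged fields per well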
# Hep lipid drop cells 6.5 µM = second read-out of Hep lipid drop, no call of its own (marks repeat the call); cell count; measured here: cell count, cytotoxicity flag;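 cells counted across two imaged fields per well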
# bCat nuc transl cell count 5 µM = recorded beside bCat nuc transl, whose call it bears; cell count; measured here: cell count, cytotoxicity flag
# T cell HTS vesicle-bound % = recorded beside T cell HTS, whose call it bears; double positive events, %; measured here: CD8+ vesicle-bound cell fraction;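 binding gate set so that unloaded-vesicle control wells show 10% double positive cells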
# MT stabilizer Hoechst-high % = second read-out of MT stabilizer, no call of its own (marks repeat the call); % Hoechst-high responders; measured here: nuclear condensation Hoechst responders;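 share of cells brighter than vehicle mean plus two SD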
# MT stabilizer cytotoxicity % = recorded beside MT stabilizer, whose call it bears; toxicity, %; measured here: cytotoxicity by cell density;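 0% = mean cell density of plate MIN control wells and 100% = no cells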
# Autophagy HCS cell loss 18 h = second read-out of Autophagy HCS, no call of its own (marks repeat the call); toxicity, %; measured here: cell loss, nuclei count;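 cell loss after 18 h compound exposure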
# * marks the source's active call; other numbers are inactive results; i = inactive; ? = inconclusive; · = not tested or not shown; + = active, no number.
SMILES,Autophagy HCS cell loss 18 h,Dynein cargo inh nuclear GR-EGFP,T cell HTS vesicle-bound %,MT stabilizer,Dynein cargo inh cell count,bCat nuc transl,Autophagy HCS,Hep lipid drop,Salmonella PhoP GFP,CSM14.1 death rescue,MT stabilizer Hoechst-high %,Ins promoter up cell count,T cell HTS,Dynein cargo inh,MT stabilizer cytotoxicity %,Dynein cargo inh cytoplasmic EGFP,Hep lipid drop cells 6.5 µM,bCat nuc transl cell count 5 µM,Ins promoter up
O=[N+]([O-])c1ccc(/C=N/Nc2nc(NCc3ccccc3)nc(N3CCOCC3)n2)cc1,22,-0.21,40,3.7,0.88,0.6,i,-5,11%,-0.9%,1.9,1076,i,0.22,1.2,-0.2,723,1022,1.8
CN(C)CCOCCOc1ccc(Cl)cc1Br,8,2.3,24,2.9,-1.8,-1.9,i,-11,9%,-1.9%,1.8,1752,i,2.4,3.8,-0.25,652,932,-1.6
CSc1nc(N)n2nc(-c3ccc(Cl)cc3)cc2n1,·,0.13,17,·,0.42,0.9,·,14,-10%,·,·,1049,i,-0.53,·,-0.22,681,1338,-0.48
CCN(CC)C(=O)CSc1nc(N)c(-c2ccccc2)c(=O)[nH]1,10,-0.12,68,3.2,0.6,-1.0,i,-7,1%,0.5%,1.6,1385,i,-0.39,3.2,-0.39,734,1043,0.47
S=C(Nc1cccnc1)Nc1cccc2cnccc12,18,0.42,47,4.4,0.51,-4.5,i,4,4%,3.3%,1.3,1210,i,-0.0067,21,-0.35,702,1084,-0.46
O=C(O)CCSc1nnc(-c2cccnc2)n1-c1ccccc1,-9,0.42,19,1.3,-0.34,·,i,6,-8%,-0.7%,1.4,·,i,0.86,4.0,-0.038,768,·,·
C=CCN1C=CC(=C/C=C(/C#N)C(=O)OCC)C=C1,-4,0.28,13,4.1,0.0061,·,i,9,-1%,-4.8%,2.2,·,i,-0.4,7.9,0.89,741,·,·
COc1cccc(NC(=O)CNS(=O)(=O)c2ccc(Cl)cc2)c1,6,0.26,4,4.7,-0.68,-1.6,i,-17,2%,-0.3%,2.2,1320,i,0.22,0.2,-0.26,707,604,0.07
O=C(Cc1ccccc1)N/N=C/c1ccc2cccc(O)c2n1,-12,-0.15,54,2.6,0.77,-1.4,i,24,-12%,-1.9%,1.7,1487,i,-1.1,9.1,1.7,747,1129,-0.22
O=C(CN1CCCN(Cc2ccc(F)cc2Cl)C1=O)NC1CCCC1,-3,0.21,40,1.0,-1.6,-0.3,i,-42,-3%,0.1%,1.5,1270,i,0.99,5.7,-0.11,754,1094,-0.62
Cc1cc(C)c(S(=O)(=O)CCC(C)C)c(=O)[nH]1,16,-0.74,50,4.1,0.77,1.9,i,-4,-8%,-0.6%,1.7,1453,i,-1.5,3.3,-0.24,650,937,0.06
O=C1CN(C(=O)COc2ccc(F)cc2Br)c2ccccc2N1,-11,-0.57,15,2.7,0.7,0.0,i,-1,2%,-0.2%,2.7,·,i,-0.76,8.1,-0.19,721,1556,·

# Next part:
SMILES,Autophagy HCS cell loss 18 h,Dynein cargo inh nuclear GR-EGFP,T cell HTS vesicle-bound %,MT stabilizer,Dynein cargo inh cell count,bCat nuc transl,Autophagy HCS,Hep lipid drop,Salmonella PhoP GFP,CSM14.1 death rescue,MT stabilizer Hoechst-high %,Ins promoter up cell count,T cell HTS,Dynein cargo inh,MT stabilizer cytotoxicity %,Dynein cargo inh cytoplasmic EGFP,Hep lipid drop cells 6.5 µM,bCat nuc transl cell count 5 µM,Ins promoter up
CN(CC(=O)NCc1ccccn1)S(=O)(=O)c1ccc2ccccc2c1,1,0.66,67,1.6,-0.5,-2.2,i,-3,-4%,-1.0%,1.6,·,i,1.3,3.6,-0.21,695,1048,·
C=CC[N+]1(CC#Cc2ccccc2)CCCC1,-8,-0.56,48,2.0,0.7,0.5,i,2,9%,0.4%,1.5,1365,i,0.084,7.6,-0.4,693,1466,-0.18
CCOC(=O)C1=C(C)NC(=O)NC1c1ccc(N(CC)CC)cc1 (stereo unspecified),3,-0.37,16,9.2,0.38,·,i,·,15%,7.1%,2.3,911,i,-1.1,0.3,-0.16,·,·,0
COc1ccccc1NC(=O)C1=C(C)NC(SCC(=O)c2ccc(C)cc2)=C(C#N)C1c1ccco1 (stereo unspecified),-2.8*,-0.019,·,1.8,0.51,0.6,+,-10,-17%,2.3%,1.4,836*,·,-0.7,9.3,0.37,832,957,3.3*
CCOc1ccc(Nc2cc(=O)n(C)c(=O)n2C)cc1,-42,0.74,54,3.8,-0.85,-3.4,i,·,-1%,-0.7%,2.3,1229,i,0.38,4.4,-0.034,·,891,1.1
COc1ccc(CNC(=O)CN(Cc2ccc(F)cc2)C(=O)c2csnn2)cc1,3,-0.35,24,6.4,0.67,0.3,i,0,7%,-0.3%,1.3,1409,i,-0.028,6.2,-0.38,710,1390,0
COc1ccc(N2CCN(C(=O)CCS(=O)(=O)c3ccc(OC)cc3)CC2)cc1,2,0.11,51,1.8,0.3,-0.7,i,-11,-9%,3.0%,1.8,1265,i,-0.035,5.0,-0.29,707,1172,0.72
Cc1ccccc1-n1c(SCC(=O)NCc2cccs2)nc2ccccc2c1=O,-2,-0.77,43,3.5,0.79,0.1,i,0,-4%,-1.5%,3.6,1497,i,-1,2.1,-0.29,590,980,0.32
Cc1ccc(SC/C(O)=C(\C#N)c2nc3ccccc3s2)cc1,-4,0.016,8,4.8,0.9,0.2,i,1,-14%,·,2.2,1355,i,-0.17,5.2,0.27,718,977,0.56
CC(C)(C)c1nnc(SCC(=O)c2ccccc2)n(N)c1=O,6,-0.7,44,4.3,1.1,·,i,·,-4%,-6.6%,3.5,1213,i,-0.61,2.7,-0.3,·,·,0.41
COC(=O)c1sccc1NC(=O)Cc1ccc(OC)c(OC)c1,1,-0.83,41,4.0,0.88,0.6,i,-9,-7%,-0.5%,1.8,1271,i,-0.99,4.5,-0.25,587,979,-0.03
CCc1nc2ccc(C(=O)NCc3ccco3)cc2nc1CC,16,0.28,27,5.6,-0.48,4.1,i,-5,3%,-1.0%,3.0,1118,i,0.44,0.3,-0.27,792,1109,0.42

# The list continues.
SMILES,Autophagy HCS cell loss 18 h,Dynein cargo inh nuclear GR-EGFP,T cell HTS vesicle-bound %,MT stabilizer,Dynein cargo inh cell count,bCat nuc transl,Autophagy HCS,Hep lipid drop,Salmonella PhoP GFP,CSM14.1 death rescue,MT stabilizer Hoechst-high %,Ins promoter up cell count,T cell HTS,Dynein cargo inh,MT stabilizer cytotoxicity %,Dynein cargo inh cytoplasmic EGFP,Hep lipid drop cells 6.5 µM,bCat nuc transl cell count 5 µM,Ins promoter up
Cc1cccc(-n2ncc3c(NCc4cccnc4)ncnc32)c1,·,-0.08,26,·,-0.12,-0.9,·,-11,-4%,·,·,751,i,-0.7,·,-0.74,672,1218,1.8
COc1ccc(C(=O)NCCCN2CCCC2=O)cc1,-7,0.47,27,1.9,0.25,-1.8,i,-11,-6%,-4.0%,1.2,657,i,0.23,3.7,0.09,731,1135,0.22
CCOC(=O)N1CCN(C(=O)CSCC(=O)Nc2nc(-c3ccc4c(c3)OCO4)cs2)CC1,9,0.98,52,6.3,-0.64,0.8,i,·,-7%,0.0%,2.7,1373,i,1.7,3.8,-0.42,·,1288,-0.45
O=C(Cc1n[nH]c(=O)[nH]c1=O)N/N=C/c1ccccc1,13,0.11,44,2.7,1.2,-0.5,i,·,8%,-0.2%,1.5,1384,i,-0.68,8.8,-0.17,·,889,-0.13
Cc1cc(C)c(S(=O)(=O)NCCC2CCCN2C)c(C)c1 (stereo unspecified),2,2,47,4.7,-2.4,-2.2,i,·,-5%,0.7%,1.5,1512,i,2.8,5.6,-0.21,·,970,1.1
CN1/C(=C\C=C2/C(=O)Oc3ccccc3C2=O)C(C)(C)c2ccccc21,-5.0*,1.9,56,1.4,-0.59,-8.2,+,11,-46%,-1.0%,2.0,·,i,-2.1,8.3,9.9,638,472,·
Cc1cc(S(=O)(=O)NC2CCCCC2)ccc1OCC(=O)N1CCOCC1,1,0.12,8,1.7,-0.27,·,i,7,-4%,-1.0%,1.4,·,i,0.16,7.4,0.28,726,·,·
COc1ccccc1Nc1nnc(SCC(=O)N2CCCC2=O)s1,12,0.62,12,3.1,-0.61,-3.8,i,·,-9%,-1.4%,3.3,·,i,1.5,13,-0.22,·,1036,·
Cn1cccc1/C=C1\SC(=Nc2ccc(O)cc2)NC1=O,·,-0.11,55,·,-0.095,83*,·,?,-2%,·,·,771,i,-0.28,·,-0.24,·,545*,-0.24
CC(C)=NNC(=O)C1=NNC(=O)C1,·,0.88,13,·,0.23,0.9,·,-2,1%,·,·,1023,i,0.71,·,-0.25,675,1237,-0.53
CCN(CC)c1ccc(/C=N/N2CCOCC2)c(O)c1,3,-0.29,35,3.1,-0.034,0.4,i,13,-9%,-1.2%,2.9,1318,i,-0.16,1.2,0.061,633,905,0.23
